# BioA inh – BioA (M. tuberculosis) enzyme inhibition | purified M. tuberculosis BioA enzyme, plate reader | inhibition, % at 9.99 µM | actives 0.096% (n = 360,000) | AID 602481; in the data active = inhibition above about 40%
# TcdB inh – TcdB glycohydrolase inhibition. TcdB glycohydrolase enzymatic assay, plate reader. inhibition, % at 9.99 µM. actives 0.24% (n = 350,000); in the data active = inhibition above about 10%
# * = called active by the depositor; & = joins results of further samples. These rows are one share of the data. The share of hits here may be higher or lower than overall.
# Every second line gives: BioA inh, TcdB inh
CC(C)NC(=O)NC[C@@H]1[C@H](c2ccccc2)[C@H](CO)N1C(=O)c1ccccc1
  10, -0.2
CN(C[C@@H]1[C@@H](c2ccccc2)[C@H](CO)N1CC1CC1)C(=O)c1ccccc1
  -4.7, -0.7
O=C(NCC[C@@H]1CC[C@@H](NC(=O)Nc2cc(F)ccc2F)[C@@H](CO)O1)Nc1ccc(F)cc1
  1.3, 1.1
CN1C(=O)c2cc(NC(=O)C3CCCC3)ccc2OC[C@H]2O[C@H](CC(=O)NCC3CC3)CC[C@@H]21
  1.8, -0.1
Cc1noc(C)c1S(=O)(=O)Nc1ccc2c(c1)CC(=O)N([C@H](C)CO)C[C@@H](C)[C@H](CN(C)Cc1ccc3c(c1)OCO3)O2
  -2.5, -0.9
C[C@H](CO)N1C[C@H](C)[C@H](CN(C)S(=O)(=O)c2cccc(F)c2)Oc2ncc(-c3cccc(F)c3)cc2C1=O
  -1.2&1.4, 1.2&0.8
CCCNC(=O)Nc1ccc2c(c1)OC[C@H](C)N(C(=O)c1ccccc1F)C[C@H](C)[C@H](OC)CN(C)C2=O
  0.5, 0.2
O=C(C[C@@H]1CC[C@H]2[C@@H](COC[C@H](O)CN2Cc2ccc3c(c2)OCO3)O1)N1CCCCC1
  1.2, -3.9
COc1ccccc1S(=O)(=O)N[C@H]1C=C[C@H](CC(=O)N2CCCCC2)O[C@@H]1CO
  -1.4, 0.4
O=C(NCC[C@@H]1CC[C@H](NC(=O)Nc2cc(F)ccc2F)[C@@H](CO)O1)Nc1ccc(Cl)cc1
  6.2, -1.3
CCCNC(=O)N(C)C[C@H]1Oc2cc(-c3ccncc3)ccc2S(=O)(=O)N([C@@H](C)CO)C[C@@H]1C
  0.1, 0.5
CCCNC(=O)N(C)C[C@@H]1Oc2cc(-c3cccnc3)ccc2S(=O)(=O)N([C@@H](C)CO)C[C@@H]1C
  0.5, -0.7
CCCC#Cc1ccc2c(c1)O[C@H](CN(C)C(=O)c1ccccc1)[C@H](C)CN([C@H](C)CO)S2(=O)=O
  0.6, 0.3
Cc1cccc(-c2ccc([C@H]3[C@@H](CO)N4CCCCN(Cc5cncnc5)C[C@@H]34)cc2)c1
  -2.6, 0.5
COc1ccc(NC(=O)Nc2ccc3c(c2)C(=O)N([C@@H](C)CO)C[C@H](C)[C@@H](CN(C)C(=O)c2ccccc2)OCCCC[C@H](C)O3)cc1
  -0.6, 0.9
COc1ccccc1C(=O)Nc1ccc2c(c1)C(=O)N(C)C[C@@H](OC)[C@@H](C)CN(C(C)=O)[C@H](C)CO2
  -0.1, 0.5
C[C@H](CO)N1C[C@H](C)[C@H](CN(C)Cc2ccccc2)Oc2ccc(NC(=O)CCN3CCOCC3)cc2CC1=O
  -2.0, -0.6
CCCNC(=O)N1C[C@@H](O)COC[C@H]2O[C@H](CC(=O)NCc3ccncn3)CC[C@@H]21
  -0.9, -1.8
C[C@@H]1CN([C@@H](C)CO)C(=O)c2cc(NC(=O)Cn3cnnn3)ccc2O[C@H]1CN(C)Cc1ccc(Oc2ccccc2)cc1
  2.9, 1.3
COc1ccc(NC(=O)N(C)C[C@H]2OCCCC[C@@H](C)Oc3ccc(NC(=O)NC(C)C)cc3C(=O)N([C@H](C)CO)C[C@H]2C)cc1
  1.5, -0.3
N#C[C@H]1[C@H](c2ccc(C#Cc3ccc(F)cc3)cc2)[C@H](CO)N1C(=O)Nc1ccc(F)cc1
  -1.4, -0.7
O=C(c1cccnc1)N1C[C@@H]2[C@H](c3ccccc31)[C@@H](CO)N2C(=O)C1CCCC1
  -4.1, -1.7
C[C@@H]1CCCCO[C@H](CN(C)S(=O)(=O)c2ccc(Cl)cc2)[C@@H](C)CN([C@H](C)CO)C(=O)c2cc(NC(=O)c3ccccc3)ccc2O1
  -2.7, -1.5
C[C@@H]1CN([C@H](C)CO)C(=O)c2cccc(NS(C)(=O)=O)c2O[C@H]1CN(C)Cc1ccc(Cl)c(Cl)c1
  -0.7, 0.2
CO[C@H]1CN(C)C(=O)c2ccc(NS(=O)(=O)c3ccc(Cl)cc3)cc2OC[C@@H](C)N(C)C[C@H]1C
  -0.2, -1.5
C[C@H](CO)N1C[C@H](C)[C@@H](CN(C)S(=O)(=O)c2ccc(Cl)cc2)OCCCC[C@H](C)Oc2ccc(NC(=O)Nc3ccc4c(c3)OCO4)cc2C1=O
  -0.6, 0.3
C[C@H]1CN([C@@H](C)CO)C(=O)Cc2cc(NC(=O)Nc3ccccc3)ccc2O[C@H]1CN(C)C
  -0.1, -1.2
Cc1ccc(S(=O)(=O)N(C)C[C@@H]2Oc3ncc(C#Cc4ccc(C(F)(F)F)cc4)cc3C(=O)N([C@H](C)CO)C[C@@H]2C)cc1
  -5.9, 2.0
Cc1ccc(S(=O)(=O)N(C)C[C@@H]2Oc3c(NC(=O)c4nc5ccccc5s4)cccc3C(=O)N([C@H](C)CO)C[C@@H]2C)cc1
  -1.7, 0.4
C[C@@H]1CCCCO[C@H](CN(C)C(=O)NC2CCCCC2)[C@@H](C)CN([C@@H](C)CO)C(=O)c2cc(NC(=O)c3ccncc3)ccc2O1
  0.9, 1.1

# Sorted by number of heavy atoms (ascending): part of the list above.
# Every second line gives: BioA inh, TcdB inh
N#C[C@H]1[C@H](c2ccc(C#Cc3ccc(F)cc3)cc2)[C@H](CO)N1C(=O)Nc1ccc(F)cc1
  -1.4, -0.7
C[C@@H]1CN([C@H](C)CO)C(=O)c2cccc(NS(C)(=O)=O)c2O[C@H]1CN(C)Cc1ccc(Cl)c(Cl)c1
  -0.7, 0.2
Cc1ccc(S(=O)(=O)N(C)C[C@@H]2Oc3ncc(C#Cc4ccc(C(F)(F)F)cc4)cc3C(=O)N([C@H](C)CO)C[C@@H]2C)cc1
  -5.9, 2.0
C[C@@H]1CN([C@@H](C)CO)C(=O)c2cc(NC(=O)Cn3cnnn3)ccc2O[C@H]1CN(C)Cc1ccc(Oc2ccccc2)cc1
  2.9, 1.3

# More results.
# Every second line gives: BioA inh, TcdB inh
C[C@@H]1CN([C@@H](C)CO)C(=O)c2cc(NC(=O)Nc3ccccc3)ccc2O[C@@H]1CN(C)S(=O)(=O)c1ccc(Cl)cc1
  -1.4, 0.7
O=C(NCC[C@H]1CC[C@H](NC(=O)Nc2cc(F)ccc2F)[C@H](CO)O1)Nc1ccc(F)cc1
  -0.7, 0.1
C[C@@H]1CN([C@H](C)CO)C(=O)c2cccc(NC(=O)c3nc4ccccc4s3)c2O[C@H]1CN(C)C
  5.6, 0.1
CO[C@@H]1CN(C)C(=O)c2cc(NC(=O)C3CC3)ccc2OC[C@H](C)NC[C@@H]1C
  0.5, 0.9
O=C(C[C@H]1CC[C@H]2[C@@H](COC[C@H](O)CN2Cc2ccccc2F)O1)N[C@@H]1CCN(Cc2ccccc2)C1
  -1.6, -1.1
COc1ccc(S(=O)(=O)N(C)C[C@H]2Oc3ccc(NC(=O)CCCCCC(=O)Nc4ccccc4N)cc3CC(=O)N([C@H](C)CO)C[C@@H]2C)cc1
  -0.3, 0.0
C[C@@H]1CN([C@@H](C)CO)C(=O)c2cccc(NS(=O)(=O)c3ccccc3)c2O[C@@H]1CN(C)C(=O)NC1CCCCC1
  -1.4, 1.1
O=C(C[C@@H]1C[C@H]2c3cc(NC(=O)CC4CC4)ccc3O[C@H]2[C@@H](CO)O1)NCc1ccccc1F
  0.8, 0.0
COc1ccc(S(=O)(=O)Nc2ccc3c(c2)CC(=O)N([C@H](C)CO)C[C@H](C)[C@@H](CN(C)S(=O)(=O)c2cn(C)cn2)O3)cc1
  1.3, 2.4
C[C@@H]1CN([C@H](C)CO)C(=O)c2cc(NC(=O)Nc3ccc4c(c3)OCO4)ccc2O[C@@H](C)CCCCO[C@@H]1CN(C)Cc1ccc(C(F)(F)F)cc1
  1.0, -0.1
C[C@H](CO)N1C[C@H](C)[C@@H](CN(C)C(=O)Cc2ccccc2)Oc2ncc(C#Cc3ccccc3F)cc2C1=O
  -1.8, -0.2
COc1ccc(-c2cnc3c(c2)C(=O)N([C@@H](C)CO)C[C@@H](C)[C@@H](CN(C)C(=O)NC2CCCC2)O3)cc1
  -0.8, 1.0
C[C@@H]1CN([C@@H](C)CO)C(=O)c2cc(C#CCN(C)C)cnc2O[C@H]1CN(C)C(=O)CN1CCOCC1
  -3.0, 0.3
CCCNC(=O)N1[C@H](CO)[C@@H](c2ccccc2)[C@H]1CNC(=O)c1ccccc1
  -4.5, -0.8
O=C(NC1CCC1)[C@H]1[C@H](CO)[C@H]2Cn3c(ccc(-c4cncnc4)c3=O)[C@@H]1N2CCc1ccccc1
  -0.3, 0.1

# 3 entries from above, tab-delimited:
SMILES	BioA inh	TcdB inh
O=C(C[C@H]1CC[C@H]2[C@@H](COC[C@H](O)CN2Cc2ccccc2F)O1)N[C@@H]1CCN(Cc2ccccc2)C1	-1.6	-1.1
COc1ccc(S(=O)(=O)N(C)C[C@H]2Oc3ccc(NC(=O)CCCCCC(=O)Nc4ccccc4N)cc3CC(=O)N([C@H](C)CO)C[C@@H]2C)cc1	-0.3	0.0
C[C@@H]1CN([C@@H](C)CO)C(=O)c2cccc(NS(=O)(=O)c3ccccc3)c2O[C@@H]1CN(C)C(=O)NC1CCCCC1	-1.4	1.1

# Next section
# Every second line gives: BioA inh, TcdB inh
C[C@H]1CN([C@@H](C)CO)C(=O)c2cc(C3=CCCC3)cnc2O[C@@H]1CN(C)C(=O)C1CCC1
  0.1, -1.3
COc1ccc(NC(=O)N(C)C[C@@H]2Oc3c(NC(=O)NC(C)C)cccc3C(=O)N([C@H](C)CO)C[C@H]2C)cc1
  -2.3, -11
COc1ccc(S(=O)(=O)N(C)C[C@@H]2Oc3ccc(NC(=O)Nc4ccc5c(c4)OCO5)cc3C(=O)N([C@H](C)CO)C[C@@H]2C)cc1
  -0.6, 0.2
COc1cccc(NC(=O)N(C)C[C@H]2OCc3ccccc3-c3c(n(C)c4ccccc34)C(=O)N([C@H](C)CO)C[C@@H]2C)c1
  -2.8, 0.5
CN(C)CC(=O)Nc1ccc2c(c1)[C@@H]1C[C@H](CC(=O)N3CCc4ccccc4C3)O[C@@H](CO)[C@@H]1O2
  -1.5, -0.9
C[C@@H]1CCCCO[C@H](CN(C)CC2CCCCC2)[C@H](C)CN([C@@H](C)CO)C(=O)c2cc(NC(=O)Nc3ccc4c(c3)OCO4)ccc2O1
  0.6, 1.5
COc1cccc(NC(=O)N(C)C[C@@H]2Oc3cc(/C=C/c4ccccc4)ccc3S(=O)(=O)N([C@@H](C)CO)C[C@@H]2C)c1
  2.7, 0.0
O=C(C[C@H]1CC[C@@H](NC(=O)Nc2cc(F)ccc2F)[C@@H](CO)O1)Nc1ccccc1
  4.8, 0.3
Cc1cc(C(=O)Nc2cccc3c2O[C@H](CN(C)C(=O)Nc2ccc4c(c2)OCO4)[C@@H](C)CN([C@H](C)CO)C3=O)n(C)n1
  1.2, -1.0
Cc1noc(C)c1NC(=O)N(C)C[C@H]1Oc2cc(C#CCC(C)C)ccc2S(=O)(=O)N([C@@H](C)CO)C[C@@H]1C
  4.7, 1.4
CO[C@H]1CN(C)C(=O)c2cc(NC(=O)Nc3c(C)noc3C)ccc2OC[C@H](C)N(C)C[C@H]1C
  -2.5, -0.7
C[C@@H]1CN([C@@H](C)CO)C(=O)Cc2cc(NS(=O)(=O)c3ccc(F)cc3)ccc2O[C@@H]1CN(C)Cc1ccc2c(c1)OCO2
  0.7, -4.5
O=C(C[C@@H]1C=C[C@H](NC(=O)c2ccc(F)cc2)[C@H](CO)O1)NCc1ccncn1
  -5.7, -7.3
COc1ccc(CNC(=O)C[C@@H]2CC[C@H]3[C@@H](COc4ccc(NC(=O)C5CC5)cc4C(=O)N3C)O2)cc1
  -1.6, -1.2
Cc1ccc(S(=O)(=O)N(C)C[C@@H]2OCCCC[C@H](C)Oc3ccc(NC(=O)Nc4ccccc4)cc3C(=O)N([C@H](C)CO)C[C@@H]2C)cc1
  2.9, 0.0
C[C@@H]1CN([C@@H](C)CO)C(=O)c2cccc(NC(=O)Nc3ccc4c(c3)OCO4)c2O[C@H]1CN(C)Cc1ccc(C(=O)Nc2ccccc2N)cc1
  -2.3, -0.5
C[C@H]1CN([C@@H](C)CO)C(=O)c2cc(-c3ccc(F)cc3)cnc2O[C@@H]1CN(C)CC1CCCCC1
  2.8, -6.4
C[C@@H]1CN([C@H](C)CO)S(=O)(=O)c2ccc(C#CCC3CCCC3)cc2O[C@H]1CN(C)C(=O)CN(C)C
  -1.8, 1.1
COc1cccc(S(=O)(=O)N2C[C@H](O)COC[C@H]3O[C@H](CC(=O)N4CCCCC4)CC[C@@H]32)c1
  -0.9, -0.2
CCCC#Cc1ccc([C@H]2[C@@H](CO)N3CCCCN(CC4CC4)C[C@H]23)cc1
  -4.4, -0.6
Cc1noc(C)c1NC(=O)Nc1ccc2c(c1)C(=O)N([C@H](C)CO)C[C@H](C)[C@@H](CN(C)C(=O)Nc1ccccc1)OCCCC[C@@H](C)O2
  1.7, -1.0
C[C@@H]1CN([C@@H](C)CO)C(=O)c2cc(NC(=O)Nc3ccc(C(F)(F)F)cc3)ccc2O[C@H]1CN(C)Cc1ccc(Oc2ccccc2)cc1
  -2.9, -0.3
CNC[C@H]1Oc2ccc(NC(=O)Nc3ccccc3)cc2C(=O)N([C@H](C)CO)C[C@@H]1C
  1.0, 0.5
CC=Cc1ccc2n(c1=O)C[C@H]1[C@H](CO)[C@@H](C(=O)NCC(F)(F)F)N(CC3CC3)[C@@H]21 (mixture of isomers)
  -1.0, 1.7
C[C@@H]1CCCCO[C@H](CN(C)S(C)(=O)=O)[C@@H](C)CN([C@@H](C)CO)C(=O)c2cc(NC(=O)CCCN(C)C)ccc2O1
  -3.3, -3.9
C/C=C/c1ccc([C@@H]2[C@H](CO)N3CCCCN(S(=O)(=O)c4ccccc4)C[C@@H]23)cc1
  -4.5, 0.1
CN(C)C(=O)C[C@@H]1CC[C@H](NC(=O)NC2CCCCC2)[C@H](CO)O1
  3.3, -0.7
CNC[C@H]1Oc2cc(C#C[C@@H](C)O)ccc2S(=O)(=O)N([C@@H](C)CO)C[C@@H]1C
  -0.3, 1.0

# Bioassay records: PubChem, Broad Institute
